mABHD4 FP: ABHD4 inhibitors, primary screen, biochemical, fluorescence polarization, mouse; inhibition, % at 8.92 µM; 370,000 tested, 0.54% active; purified mABHD4, FP-Rh probe fluorescence polarization; (Lyso)-N-acylphosphatidylethanolamine lipase (Mus musculus), Q8VD66;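 active = inhibition exceeding the mean over every tested compound plus 3 SD, cut at about 30% in these data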;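 note: 0% = plate median of compound wells and 100% = S159A mutant with DMSO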
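assay system = mABHD4 protein | compound dosing = single nominal dose of 8.92 µM, 0.89% DMSO final | read-out basis = percent inhibition of probe binding, normalized to plate controls | schedule = Enzyme–compound pre-incubation 45 min, then probe 60 min, both 25 °C | detection = fluorescence polarization, excitation 525 nm, emission 598 nm, BODIPY TMR filters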
PRMT1 inh: PRMT1 methyltransferase inhibitors, primary screen, biochemical, fluorescence polarization. Protein arginine N-methyltransferase 1 (Homo sapiens), Q99873. recombinant PRMT1, activity-based probe fluorescence polarization. inhibition, % at 2.79 µM. 370,000 tested, 1.3% active. AID 652257, 2013;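 active = inhibition above about 21% made by adding two undisclosed values, limit read from the data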
Target sequence (Q99873 whole entry, looked up): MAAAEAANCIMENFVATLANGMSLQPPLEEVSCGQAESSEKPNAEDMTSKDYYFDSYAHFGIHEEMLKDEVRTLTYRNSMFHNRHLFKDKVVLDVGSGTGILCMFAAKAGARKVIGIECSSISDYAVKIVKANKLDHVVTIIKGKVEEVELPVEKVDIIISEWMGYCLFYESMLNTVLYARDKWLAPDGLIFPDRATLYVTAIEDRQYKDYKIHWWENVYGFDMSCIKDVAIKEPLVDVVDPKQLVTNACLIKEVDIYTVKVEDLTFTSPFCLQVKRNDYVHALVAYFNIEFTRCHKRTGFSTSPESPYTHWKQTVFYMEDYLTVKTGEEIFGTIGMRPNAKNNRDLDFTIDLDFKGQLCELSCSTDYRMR
HTRA1 inh: HTRA1 serine protease inhibitors, primary screen, biochemical, fluorescence polarization, HTS | recombinant HTRA1, FP-rhodamine activity-based probe | inhibition, % at 5.96 µM | 340,000 tested, 0.5% active | AID 504803, 2011; in the data active = inhibition above about 36%;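 note: 0% = enzyme with DMSO and 100% = wells lacking enzyme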
MBD2 inh: inhibitors of MBD2 binding to methylated DNA, primary screen, biochemical, TR-FRET, DNA-binding domain, human | Methyl-CpG-binding domain protein 2 (Homo sapiens), Q9UBB5 | MBD2 binding to methylated oligonucleotide | inhibition, % at 4.4 µM | 370,000 tested, 0.31% active | AID 686964, 2013; in the data active = inhibition above about 13%
GC-B act: human GC-B receptor activators, primary screen, HEK293 GC-B cells, cGMP TR-FRET, EC30 CNP | Atrial natriuretic peptide receptor 2 (Homo sapiens), P20594 | 0% at EC30 CNP, 100% saturating CNP | activation, % at 10 µM | 370,000 tested, 0.11% active | AID 1920062, 2024;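 active = activation at 10 µM reaching about 35% in either raw or pattern-adjusted values, limit read from the data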
TDP2 inh: human TDP2 enzyme inhibitors, primary screen, biochemical, epi absorbance, recombinant enzyme; inhibition, % at 12.8 µM; T5PNP hydrolysis, p-nitrophenol absorbance 415 nm; Tyrosyl-DNA phosphodiesterase 2 (Homo sapiens), O95551; 370,000 tested, 0.34% active;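 active = inhibition above the mean of all tested compounds plus 3 SD, set per campaign, cut at about 25% in these data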;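 note: 0% = DMSO with enzyme and 100% = buffer with substrate but no TDP2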
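test system = human TDP2 enzyme | input = TDP2 enzyme at 120 nM final | medium = 50 mM Tris-HCl pH 7.5 with Mg2+, KCl, DTT, BSA | also added = T5PNP substrate, 5 mM | times = 2 h at 37 °C | technique = epi absorbance | benchmarks = high control without enzyme, low control DMSO plus TDP2 | replication = each compound tested once, singlicate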
TCR CD3 inh: inhibitors of human TCR-CD3 interaction, primary screen, biochemical, fluorescence, TAMRA-labeled TCR probe; 360,000 tested, 0.37% active; T-cell receptor (TCR); inhibition, % at 9.4 µM; in the data active = inhibition above about 19%;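 note: recombinant mutant TCR 2C K166C tagged with TAMRA read by polarization; 0% = receptor in buffer alone and 100% = receptor with positive control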
SIAE primary: human SIAE inhibitors, primary screen, biochemical, fluorescence polarization, FP-Rh probe, 1536-well HTS; SIAE FP-Rh probe binding; 370,000 tested, 0.69% active; inhibition, % at 9.66 µM; AID 1053197, 2014;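 active = inhibition above a cutoff: mean of compounds within the control limits plus 3 SD of those, cut at about 17% in these data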;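 note: 0% = plate median of compound wells and 100% = probe without SIAE protein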
Target sequence (Q9HAT2 whole entry, looked up): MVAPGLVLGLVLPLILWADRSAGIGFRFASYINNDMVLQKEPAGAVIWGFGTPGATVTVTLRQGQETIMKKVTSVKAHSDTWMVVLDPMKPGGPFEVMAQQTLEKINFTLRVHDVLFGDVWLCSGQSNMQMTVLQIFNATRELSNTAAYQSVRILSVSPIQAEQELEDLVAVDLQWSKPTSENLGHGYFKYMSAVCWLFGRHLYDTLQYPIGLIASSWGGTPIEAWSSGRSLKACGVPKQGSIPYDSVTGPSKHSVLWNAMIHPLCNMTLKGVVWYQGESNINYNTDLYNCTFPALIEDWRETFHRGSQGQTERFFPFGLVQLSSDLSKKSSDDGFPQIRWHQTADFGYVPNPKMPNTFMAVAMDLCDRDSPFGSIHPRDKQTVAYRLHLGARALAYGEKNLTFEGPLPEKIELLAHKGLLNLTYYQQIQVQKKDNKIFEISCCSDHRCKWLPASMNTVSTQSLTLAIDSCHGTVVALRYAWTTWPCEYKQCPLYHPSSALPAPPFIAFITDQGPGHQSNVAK
LEDGF integ inh: blockers of LEDGF/p75-dependent integrase strand transfer – biochemical, TR-FRET, high throughput, primary screen; inhibition, % at 3.7 µM; HIV-1 integrase (with human LEDGF/p75); AID 743269, 2014; 370,000 tested, 0.64% active; TR-FRET IN-LEDGF/p75 DNA integration, Eu/Cy5;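 active = inhibition above the screen-wide mean plus 3 SD, cut at about 13% in these data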;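 note: signal is the Cy5 over europium emission ratio at 671 and 618 nm; 0% = plate median of compound wells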
rCAG RNA binder: binders of r(CAG) RNA repeats, primary screen, biochemical, fluorescence; r(CAG) RNA repeat, TO-PRO-1 dye displacement fluorescence; inhibition, % at 3 µM; 370,000 tested, 1.3% active;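 active = inhibition above the plate cutoff, the mean of all test compounds on that plate plus 3 SD, cut at about 35% in these data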;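 note: 0% = DMSO alone and 100% = 100 µM mitoxantrone as full dye displacement; higher means more dye released from RNA so lower well fluorescence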
Starred values were filed as active, the others as inactive; · = not tested or not shown; & = joins results of further samples. A portion of the library. The share of hits here may be higher or lower than overall.

Compound	SIAE primary	LEDGF integ inh	GC-B act	PRMT1 inh	TDP2 inh	rCAG RNA binder	HTRA1 inh	TCR CD3 inh	mABHD4 FP	MBD2 inh
Oc1ccccc1C=NC(N=Cc1ccccc1O)c1ccccc1O (stereo unspecified)	11	-6	-5	6	-5	6	·	1	22	3
COc1ccc(Cc2nc3ccccc3n2CC(=O)N/N=C/c2ccc(C)cc2O)cc1OC	-9	-8	7	2	1	2	0	2	11	-1
Cc1ccc(C2(CC(=O)Nc3nccs3)CCOC(C(C)C)C2)cc1 (stereo unspecified)	-2	1	3	-4	4	-3	-2	-6	-1	-6
CCN(CC)C(=O)CN1CCN(Cc2ccc3c(c2)OCO3)CC1	1	3	-1	5	6	1	6	-1	11	2
CC(Oc1ccc(Cl)cc1Cl)C(=O)NCCCN(C)C (stereo unspecified)	5	-1	2	-3	7	-2	-3	2	7	3
O=C(c1ccc(N2CCNCC2)cc1)c1cccnc1	4	-3	1	1	10	-6	-3	2	2	-4
COc1ccc(NC(=O)CSc2n[nH]c(C)c2[N+](=O)[O-])cc1	0	-5	-5	1	-12	3	3	-2	0	-3
CC1CC(C)(C)NC(=S)N1CCC(=O)N1CCc2ccccc21 (stereo unspecified)	2	-4	2	0	-4	-4	5	2	2	-1

Additional compounds
Compound	SIAE primary	LEDGF integ inh	GC-B act	PRMT1 inh	TDP2 inh	rCAG RNA binder	HTRA1 inh	TCR CD3 inh	mABHD4 FP	MBD2 inh
Cc1cc(C(=O)C[N+]2(C)CCOCC2)c(C)n1-c1ccc(Br)cc1	7	0	-1	0	6	0	-34	7	-3	1
O=C(NCC(c1ccccc1)c1ccccc1)[C@H](Cc1ccccc1)NC1(C(=O)NC2CCCCC2)CCOCC1	-4	3	-21	-1	-20	·	·	·	-2	-3
CCOc1ccc(-n2c(SCC(=O)Nc3cccc4ccccc34)nnc2-c2ccco2)cc1	-3	-2	-2	8	0	6	·	·	-12	1
O=C(NCc1ccc(Cl)cc1)C1CCN(S(=O)(=O)c2ccccc2)CC1	1	1	-3	2	2	-2	-1	3	6	0
COc1ccc(-c2csc(N(C)C(=O)c3cccs3)n2)cc1	-10	-3	2	-4	13	1	2	-2	0	-2
Cn1c(=O)c(=O)n(C)c2cc([N+](=O)[O-])c(N3CCOCC3)cc21	4	1	4	-3	8	1	-2	-1	-2	-18
CC1CCN(C(=O)COC(=O)c2c[nH]c3ccccc23)CC1	-1	-3	0	1	-12	-4	-3	1	-4	2
COc1ccc(S(=O)(=O)N2CCOC23CCN(S(C)(=O)=O)CC3)cc1	-1	-5	2	0	-14	0	1	-8	1	-2

(more compounds)
Compound	SIAE primary	LEDGF integ inh	GC-B act	PRMT1 inh	TDP2 inh	rCAG RNA binder	HTRA1 inh	TCR CD3 inh	mABHD4 FP	MBD2 inh
Cc1ccc2nc(SCC(=O)Nc3oc(C)c4c(C)n[nH]c(=O)c34)[nH]c2c1	4	2	-8	4	-1	7	4	4	3	6
CN1C=CC=C/C1=C(\C#N)c1nc2ccccc2[nH]1	6	-9	-5	-1	-6	-3	4	-5	-6	-10
Cc1cc(Br)cn2ccnc12	2	-1	1	-1	-4	2	0	0	4	2
O=C(Cn1c(=O)oc2ccccc21)Nc1ccc(Cl)cc1	2	0	4	1	-3	0	3	-4	0	-2
Cc1sc2nc(SCC(=O)O)[nH]c(=O)c2c1C	-4	0	2	1	-4	-1	-1	-2	2	1
O=C(Cn1nnc(-c2ccc(F)cc2)n1)Nc1ccc2c(c1)OCCO2	-3	1	-6	-5	-1	0	-5	4	-8	0
NC(=O)N1CCC2(CC1)NC(=O)N(c1ccccc1)N2	2	-2	1	14	-5	2	5	11	4	-2
O=C(C1=C[C@H](c2ccc(Br)cc2)C[C@H](OCCCCO)O1)N1CCOCC1	-3	2	5	4	-2	8	-4	-6	-2	4

(next part)
Compound	SIAE primary	LEDGF integ inh	GC-B act	PRMT1 inh	TDP2 inh	rCAG RNA binder	HTRA1 inh	TCR CD3 inh	mABHD4 FP	MBD2 inh
NC(=O)c1nnn(Cc2cc(Cl)c(C(=O)c3ccc(Cl)cc3)c(Cl)c2)c1N	-11	1	7	-1	-3	5	·	-3	-20	1
CCOC(=O)c1c(C)cc(=O)oc1C	-13	-1	3	-1	-4	-1	-1	10	5	1
C=C(C)Cn1cnc2c(oc3nc4c(cc32)CCCC4)c1=O	6	-4	-4	-2	9	-3	4	1	-1	-3
CC1(C)CC(CC(=O)O)(c2ccc(F)cc2)CCO1 (stereo unspecified)	-3	2	9	1	0	3	4	6	3	1
Cc1ccccc1C(=O)NNC(=O)c1cccc(Br)c1	4	-5	3	5	-11	5	10	1	3	-3
CCOC(=O)C1=C(C)NC(SCC(N)=O)=C(C#N)C1c1ccncc1 (stereo unspecified)	3&5	-1&-1	-4&3	1&-1	3&2	-1&-2	1&5	2&5	10&10	-2&2
Cc1c(C(=O)N2CCC(C)CC2)sc2ncn(CC(=O)N3CCC(C)CC3)c(=O)c12	-2	0	3	0	-1	-5	9	-4	0	0
COC(=O)Cc1ccc(NC(=S)NCc2ccc(F)cc2)cc1	3	-1	1	4	-1	-5	0	-5	3	3

(next part)
Compound	SIAE primary	LEDGF integ inh	GC-B act	PRMT1 inh	TDP2 inh	rCAG RNA binder	HTRA1 inh	TCR CD3 inh	mABHD4 FP	MBD2 inh
Cc1ccc(OCC(=O)Nc2c[nH]c(=O)[nH]c2=O)cc1C	3	0	1	-2	1	-1	2	1	1	-1
O=C(NC(=S)NCCN1CCOCC1)c1ccccc1Br	1	-5	10	1	-1	0	2	-3	5	-1
COc1ccc(S(=O)(=O)N(C)c2ccc(C(=O)N3CCC(C(N)=O)CC3)cc2)cc1	-4	2	5	-3	0	2	0	1	0	1
CCCCCCCCN1C(=O)[C@H](CC(=O)NCc2cccc(C(F)(F)F)c2)C[C@@]2(C(=O)OC)CCCCC=C12	-7	-1	6	3	-7	1	·	2	-2	2
CN1CC(=O)N(CC(=O)Nc2cccc3ccccc23)C1=O	7	2	5	-1	6	5	-5	9	5	0
COc1ccc(S(=O)(=O)N(C)C)cc1NC(=O)CSc1nc(N)cc(N)n1	-2	2	1	-7	2	8	-4	1	2	3
O=C(CSc1nc2c(sc3ccccc32)c(=O)n1CCc1ccccc1)NCc1ccco1	-4	8	-3	7	-11	7	-6	-3	-5	3
CC(C)C1N(C(N)=S)N=CC1(C)C (stereo unspecified)	-5	-6	4	4	-7	-1	3	-3	0	1

Compound profiles, from the list above. Screens in order: SIAE primary	LEDGF integ inh	GC-B act	PRMT1 inh	TDP2 inh	rCAG RNA binder	HTRA1 inh	TCR CD3 inh	mABHD4 FP	MBD2 inh
COc1ccc(S(=O)(=O)N(C)c2ccc(C(=O)N3CCC(C(N)=O)CC3)cc2)cc1 is entered as -4	2	5	-3	0	2	0	1	0	1
O=C(NC(=S)NCCN1CCOCC1)c1ccccc1Br is entered as 1	-5	10	1	-1	0	2	-3	5	-1

Going on with the list.
Compound	SIAE primary	LEDGF integ inh	GC-B act	PRMT1 inh	TDP2 inh	rCAG RNA binder	HTRA1 inh	TCR CD3 inh	mABHD4 FP	MBD2 inh
CCN(C[C@H]1N[C@@](C)(C(=O)OC)[C@H]2C(=O)N(C)C(=O)[C@@H]12)C(=O)Nc1ccc(F)cc1	-4	-3	1	2	-4	3	2	8	4	2
COc1ccc(-n2cccc2C=O)cc1	0	2	7	-1	4	2	3	-3	5	-1
NC(=O)CC(CC(=O)OCc1ccccc1)c1ccccc1 (stereo unspecified)	-4	-2	-6	0	-6	-1	5	-2	-5	-3
Cc1cc(C)c(C)c(S(=O)(=O)N2CCN(C(=O)c3ccc4c(=O)n5c(nc4c3)CCC5)CC2)c1C	-9	0	-2	-2	2	-2	-6	-4	-4	-1
CSc1cccc(NS(=O)(=O)c2ccc(-c3coc(C)n3)cc2)c1	6	3	-1	2	-2	3	-14	4	-3	-2
O=C1c2ccccc2C(=O)N1CCc1nc(-c2ccncc2)no1	-3	-1	0	1	-4	-5	6	-1	4	5
O=C(O)/C=C\C(=O)Nc1ccc(Oc2ccccc2)cc1	-4	-2	-3	1	2	2	-4	8	-4	-1
COc1ccc(Cc2noc(COc3ccc(Cl)cc3)n2)cc1	1	0	1	-4	9	-6	-19	3	-13	-7

(further entries)
Compound	SIAE primary	LEDGF integ inh	GC-B act	PRMT1 inh	TDP2 inh	rCAG RNA binder	HTRA1 inh	TCR CD3 inh	mABHD4 FP	MBD2 inh
CCOC(=O)/C(=N\Nc1cc(Cl)ccc1Cl)N1CC(C)OC(C)C1 (stereo unspecified)	9	-1	-7	-2	17	-3	-3	-3	8	2
O=C1CN(C(=O)COC(=O)c2cccc(Br)c2)c2ccccc2N1	-6	7	-5	-2	-11	3	-2	-5	-16	-5
CCC(CC)C(=O)NC12CC3CC(CC(C3)C1)C2	-2	0	-8	-2	-1	1	3	6	-4	0
CCOc1ccccc1NC(=O)CN1CCCCCC1	6	0	6	4	3	-7	-6	-5	6	8
COc1ccc(N2CCN(c3cc(C)c4cccc(C)c4n3)CC2)cc1	4	5	-2	-1	-8	1	1	1	0	-2
CCOC(=O)c1ccc(NC(=O)c2c(NC(=O)CCC(=O)O)sc3c2CCCCC3)cc1	-5	2	6	44*	7	43*	·	-4	2	-5
COc1cccc(C2c3[nH]c4ccccc4c3C[C@H]3C(=O)N(c4ccccc4C(=O)N4CCCC4C(=O)O)C(=O)N23)c1 (stereo partly specified)	-33	5	6	2	-4	32	-1	13	-20	-6
O=S(=O)(c1ccccc1)N1CCCC1c1nc2ccccc2s1 (stereo unspecified)	2	-2	0	-3	-1	-3	-6	5	-1	-5
